Bioassay records deposited in PubChem by several laboratories.
Hck Nef HTS: inhibitors of Nef-activated human Hck kinase, primary screen, biochemical, Z-Lyte FRET, 384-well, Hck-YEEI; 220,000 tested, 0.68% active; Recombinant Hck-YEEI plus Nef, Z-Lyte FRET kinase assay; inhibition, % at 20 µM; Tyrosine-protein kinase HCK (Homo sapiens), P08631;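 active = Hck-Nef kinase inhibition above about 50%, limit read from the data; inactive = inhibition below that limit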;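 also: 0% = DMSO with Hck plus Nef and 100% = Hck alone without Nef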
FXIa inh: human FXIa protease inhibitors, primary screen, biochemical, 1536-well. purified FXIa, Boc-Glu-Ala-Arg-AMC fluorogenic substrate. Coagulation factor XI (Homo sapiens), P03951. 220,000 tested, 0.14% active. inhibition, % at 5 µM;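 active = inhibition of at least 40%; inactive = inhibition below 40%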;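 also: fluorescence of freed AMC excited at 355 nm; 0% = enzyme without compound and 100% = no enzyme blank; many of its hits are not listed in these tables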
L929 necroptosis: inhibitors of zVAD-triggered necroptosis, primary screen, L929 cells; 220,000 tested, 0.38% active; L929 zVAD necroptosis rescue, ATP luminescence, 24 h; with zVAD 60 µM; AID 1377, 2008; viability rescue, % at 10 µM;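 active = activation, scaled between plate controls, above about 75%, limit read from the data; inactive = activation under that limit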;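 also: 0% = zVAD with DMSO and 100% = DMSO alone without zVAD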
TNF death inh: inhibitors of TNF-alpha triggered necroptosis, primary screen, cell-based, Jurkat FADD-/-, single concentration; Jurkat FADD-/- TNF necroptosis rescue, ATP luminescence, 24 h; 0 = TNF only, 100 = no-TNF cells; activation (protection from cell death), % at 10 µM; 220,000 tested, 0.068% active; AID 463075, 2010;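 active = activation, meaning protection from cell death, of at least 50% relative to plate controls; inactive = activation below 50%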;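 also: necroptosis triggered by 40 ng/mL TNF-alpha added together with compound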
thrombin 1536: human alpha-thrombin inhibitors, primary screen, counter-screen for coagulation protease inhibitor project, biochemical, 1536-well, fluorogenic AMC substrate; Prothrombin (Homo sapiens), P00734; Boc-VPR-AMC fluorogenic substrate cleavage; inhibition, % at 5 µM; 220,000 tested, 0.26% active; AID 1046, 2008;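 active = inhibition at or above 40%; inactive = inhibition below 40%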;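 also: 0% = enzyme with no compound and 100% = wells without enzyme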
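Test system: human alpha-thrombin; medium: pH 7.5 Tris-saline with Tween 20; times: reaction at room temperature; signal: AMC fluorescence at 355 nm excitation and 460 nm emission; also added: Boc-VPR-AMC substrate, 15 µM final; dosing: one concentration per compound, 5 µM, with 0.2% DMSO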
FXIIa inh: human FXIIa protease inhibitors, primary screen, biochemical, 1536-well | Coagulation factor XII (Homo sapiens), P00748 | inhibition, % at 5 µM | purified FXIIa, Boc-QGR-AMC fluorogenic substrate, 2 h | 220,000 tested, 0.3% active; in the data active = inhibition above about 40%;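 also: 0% = enzyme with no compound and 100% = blank without enzyme; many of its hits are not listed in these tables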
Target sequence (P00748 20-372 limits assumed): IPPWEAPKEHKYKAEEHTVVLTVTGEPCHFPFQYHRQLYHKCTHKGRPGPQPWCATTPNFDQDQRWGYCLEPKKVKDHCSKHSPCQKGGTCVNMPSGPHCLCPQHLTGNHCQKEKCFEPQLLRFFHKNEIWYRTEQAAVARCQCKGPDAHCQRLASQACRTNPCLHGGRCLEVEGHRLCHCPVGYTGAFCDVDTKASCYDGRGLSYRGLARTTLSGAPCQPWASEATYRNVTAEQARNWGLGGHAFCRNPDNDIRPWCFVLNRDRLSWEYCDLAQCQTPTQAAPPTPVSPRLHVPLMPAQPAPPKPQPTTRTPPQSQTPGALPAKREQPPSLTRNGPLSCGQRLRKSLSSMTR
Target sequence (P00748 373-615 limits assumed): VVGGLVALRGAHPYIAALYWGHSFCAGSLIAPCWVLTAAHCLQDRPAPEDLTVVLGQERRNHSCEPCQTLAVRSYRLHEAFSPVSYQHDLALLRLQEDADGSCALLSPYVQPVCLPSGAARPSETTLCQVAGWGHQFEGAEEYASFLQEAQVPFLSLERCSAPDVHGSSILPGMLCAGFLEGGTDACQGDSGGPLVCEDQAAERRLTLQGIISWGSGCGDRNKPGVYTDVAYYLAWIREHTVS
KCC2 mod: KCC2 cotransporter modulators, thallium flux, primary screen, cell-based, HEK293 KCC2, FluoZin-2 fluorescence, MLSMR. AID 1456, 2008. Solute carrier family 12 member 5 (Homo sapiens), Q9H2X9. B-score of Tl+ flux slope (higher = more flux/activation; lower = inhibition) at 10 µM. 190,000 tested, 2.2% active. KCC2 cells, thallium flux FluoZin-2 fluorescence;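 active = thallium flux slope and its plate-corrected score both differing from the plate sample mean at a set confidence after two filtering rounds, in either direction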;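 also: slope of fluorescence scaled to starting intensity during 10 to 20 s after thallium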
hK5 inh: human KLK5 protease inhibitors, primary screen, biochemical, 1536-well; inhibition, % at 5 µM; AID 873, 2007; recombinant hK5, fluorogenic AMC substrate cleavage; Kallikrein-5 (Homo sapiens), Q9Y337; 210,000 tested, 0.59% active;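 active = inhibition of 40% or more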;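 also: 0% = enzyme controls without compound and 100% = no-enzyme blanks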
Target sequence (Q9Y337 67-293 limits assumed): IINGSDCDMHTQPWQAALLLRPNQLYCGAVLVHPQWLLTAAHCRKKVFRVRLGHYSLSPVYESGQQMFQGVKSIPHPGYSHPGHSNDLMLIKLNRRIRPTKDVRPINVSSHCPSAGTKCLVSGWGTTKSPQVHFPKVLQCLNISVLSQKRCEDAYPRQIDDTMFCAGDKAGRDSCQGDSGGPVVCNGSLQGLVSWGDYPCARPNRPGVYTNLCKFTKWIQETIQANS
Rad51 HR inh: human RAD51 strand exchange inhibitors, primary screen, biochemical, fluorescence | inhibition, % at 10 µM | hRad51 DNA strand exchange, fluorescence dequenching | DNA repair protein RAD51 homolog 1 (Homo sapiens), Q06609 | 200,000 tested, 0.085% active;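 active = inhibition above 40% at the single screening dose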;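 also: 0% = DMSO control wells and 100% = blanks with heterologous ssDNA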
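System: human Rad51 nucleoprotein filaments preassembled on unlabelled ssDNA. Reagent: labelled 47-mer dsDNA for strand exchange. Schedule: 30-min compound preincubation and 15-min exchange, both room temperature. Measured by: FRET fluorescence dequenching, excitation 485 nm, emission 520 nm. Read-out: Fluorescence-based percent inhibition, control- and blank-normalised. Benchmarks: plate controls and plate blanks.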
Starred values were filed as active, the others as inactive; / = no result given.

Every second line gives: Hck Nef HTS	FXIa inh	L929 necroptosis	TNF death inh	thrombin 1536	FXIIa inh	KCC2 mod	hK5 inh	Rad51 HR inh
> Cc1ccc2c(n1)CC(C)(C)C/C2=N\O
 : 11	6	0.9	0.2	-3	6	-0.053	2	2
> CCC(C)NC(=O)c1ccccc1SC (stereo unspecified)
 : -11	0	0.0	0.6	0	4	0.39	3	1
> COc1ccc(C(=O)Nc2cc(OC)c(Cl)cc2OC)cc1
 : 26	3	0.1	0.9	2	2	-4.5*	2	-2
> O=C(C1CCN(C2CCN(Cc3ccc4c(c3)CCO4)CC2)CC1)N1CCCC1
 : 20	0	-1.0	1.2	-5	9	0.58	7	6
> Cn1c(=O)oc2cc(S(=O)(=O)N3CCC(C(=O)N4CC=C(c5ccccc5)CC4)CC3)ccc21
 : 0	6	-0.9	-7.0	-7	14	/	-11	4
> O=C(O)COc1ccc(/C=C2\SC(=Nc3ccccc3)N(c3ccccc3)C2=O)cc1
 : 22	6	1.4	1.6	-1	11	-0.38	1	6
> CCOc1cccc(-c2nn3c(-c4ccccn4)nnc3s2)c1
 : -1	5	4.7	-2.6	0	0	-3.3	-35	5
> O=C(Cc1cccs1)NC1(C(=O)NC2CCCC2)CCCCC1
 : 4	-2	-0.7	0.8	-8	4	-0.056	-14	/
> Cc1cccc(NC(=O)CN2CCN(CC(=O)Nc3cccc(C)c3)CC2)c1
 : 3	0	1.4	1.9	2	10	0.018	-18	-3
> c1ccc2c(c1)ccc1nnc(SCc3ccc4c(c3)OCO4)n12
 : 2	-3	-0.2	0.2	37	-7	/	13	3
> COCCNC(=O)c1cnn2c(C(F)(F)F)cc(-c3ccc(C)cc3)nc12
 : 23	-2	-1.7	-0.9	-5	4	-1.3	0	1
> O=C(CSC1=Nc2ccccc2C2=NC(CC(=O)NCc3ccco3)C(=O)N12)NCC1CCCO1 (stereo unspecified)
 : 0	-8	0.5	0.1	-4	-8	/	-9	-3
> Cc1c(NC(=O)C(C)OC(=O)/C=C/c2ccc3c(c2)OCO3)c(=O)n(-c2ccccc2)n1C (stereo unspecified)
 : 3	3	31	0.1	1	7	1.5	2	-4
> O=S(=O)(NCCOc1ccccc1Cl)c1ccc2oc3ccccc3c2c1
 : -1	/	0.0	-2.3	/	/	0.28	/	/
> CCC1(CC)NC(=O)N(CC(=O)OCC(=O)NC(=O)c2ccc(Cl)cc2)C1=O
 : 12	2	0.1	-0.7	-1	12	1.2	/	/
> O=C1C2C3C=CC(C3)C2C(=O)N1c1ccncc1 (stereo unspecified)
 : 1	-8	0.5	-3.2	-8	3	/	-7	/
> CCOC(=O)/C(C#N)=C/c1ccc(N2CCN(C)CC2)cc1
 : 29	3	3.6	9.9	-4	16	-1.2	-5	0
> O=C1NC(=O)C(CC(=O)N(Cc2cccs2)C2(C(=O)NC3CCCC3)CCCCC2)N1 (stereo unspecified)
 : 6	8	/	2.0	2	14	-0.21	-2	/
> O=C(NCc1ccccc1)c1cc(-c2cccc(O)c2)on1
 : 11	2	-0.2	1.3	2	4	-0.42	3	1
> Cc1nnc(SCCN2CCOCC2)n1-c1cccc(Cl)c1
 : -11	-3	-1.3	1.3	-2	12	0.019	5	-2
> Cc1ccc(/C=C/C(=O)N2CCCC(C(N)=O)C2)o1 (stereo unspecified)
 : -68	-3	-0.4	0.8	-6	4	-0.49	19	6
> COc1ccc(C(CNC(=O)Cc2cc(OC)c(OC)c(OC)c2)N2CCCC2)cc1 (stereo unspecified)
 : 1	/	0.6	0.7	/	/	/	/	-9
> COc1ccccc1C1CCN(C(=O)c2cccc([N+](=O)[O-])c2)CC1
 : 11	0	0.8	1.4	-3	4	-1.5	-2	-3
> Cc1ccc(-n2nc(C)c(C(=O)O)n2)c(C)c1
 : 0	10	-0.4	0.1	3	20	-1.4	-9	-8
> CC(=O)N1c2ccccc2NC2=C(C(=O)CCC2)C1c1cccnc1 (stereo unspecified)
 : -9	4	1.0	1.6	4	9	-0.13	-12	0
> O=C(COc1cccnc1[N+](=O)[O-])NCc1cccs1
 : 17	0	9.7	0.7	0	9	0.25	4	13
> COCCNC(=S)NN=C1CCCCCC1
 : 21	34	-2.3	-0.8	47*	54*	-0.064	41*	3
> c1ccc(Cn2cc(CN3CCCO3)c(-c3ccc4c(c3)OCO4)n2)cc1
 : 10	0	-0.7	1.2	-1	8	0.23	/	/
> Cn1c(=O)c(=O)n(C)c2cc(S(=O)(=O)N3CCC(N4CCCCC4)CC3)ccc21
 : 1	/	0.2	0.4	/	/	1.1	/	-2
> NC(=O)/C(=C\c1cccnc1)NC(=O)c1ccccc1
 : -12	-4	0.9	0.8	2	9	0.15	-2	11
> c1ccc(N2CCN(c3ncnc4sc5c(c34)CCC5)CC2)cc1
 : 1	2	-0.4	-1.0	3	15	1.2	-4	3
> CCC(C)(C)C1CCC(=NNC(=S)Nc2ccccc2)CC1 (stereo unspecified)
 : 21	-3	1.2	0.7	-4	4	2.5	-15	5
> CC(=O)NC1=NN(C(C)=O)C2(S1)C(=O)N(C(C)=O)c1ccc(C)cc12 (stereo unspecified)
 : 0	7	3.9	-0.4	4	1	0.41	-11	-5
> CCOc1ccccc1/C=C/c1cc(C(=O)O)c2ccccc2n1
 : 17	-3	0.0	0.8	-12	-3	-0.93	-3	/
> CC(=O)Nc1ccccc1Nc1cc(C#N)c(C#N)cc1[N+](=O)[O-]
 : 2	/	0.1	-3.9	/	/	/	/	-4
> COc1ccc(O)c(/C=N/NC(=O)CSc2nnc(C)n2-c2ccccc2)c1
 : 1	2	1.5	-7.8	6	4	0.026	4	-10
> CC(C)Sc1nc2c(cnn2-c2ccc(F)cc2)c(=O)[nH]1
 : 5	-1	2.2	0.8	3	6	/	-1	2
> CCCn1c(SCC(=O)Nc2cc(Cl)ccc2OC)n[nH]c1=O
 : 2	-1	-1.3	1.5	5	12	-0.75	-3	1
> Cc1oc(-c2ccc(Cl)cc2)[n+]([O-])c1C
 : 0	4	-0.2	-3.6	-2	13	-0.035	-19	-5
> CCOc1ccc(NCc2nnc(SCC(=O)Nc3nc(-c4ccccc4)cs3)n2-c2ccccc2)cc1
 : 0	-8	0.3	2.0	-7	1	0.53	-25	-2
> O=S1(=O)c2ccccc2N=NN1Cc1ccc(Cl)c(Cl)c1
 : 1	5	-0.4	-1.5	-1	15	0.6	-1	4
> COc1ccc(NC(=S)NNC(=O)c2ccc(S(=O)(=O)N3CCOCC3)cc2)cc1
 : 21	-2	16	1.1	8	4	2.4	-6	19
> COCCn1c(-c2ccc(OC)cc2)nc2oc3cc(OC)ccc3c(=O)c2c1=O
 : 0	-4	0.6	0.0	-6	-2	-0.025	-11	6
> CCOC(=O)c1ccc2c(c1)C(=O)N(C1CCCCC1)C2=O
 : 4	2	2.1	0.1	1	8	-3.1	-2	-16
> Cc1ccc2c(c1)Oc1ccc(NC(=O)CCCl)cc1C(=O)N2
 : -2	-1	-0.6	-7.4	-5	10	0.001	0	7
> COc1cc(C(CCN2CCCCC2)c2c(OC)cc(OC)c3c(C)cc(=O)oc23)cc(OC)c1OC (stereo unspecified)
 : 22	-1	-0.8	1.5	-4	8	-0.83	0	10
> CCCNC(=O)OC[C@H]1O[C@H](CCO/N=C(\C)CCN2CCc3nc(-c4ccccc4)c(-c4ccccc4)cc3C2)C=C[C@@H]1Oc1ccc(OC)cc1
 : -2	-3	4.7	2.6	-2	7	-0.28	-12	/
> O=C(/C=C/c1cccs1)Nc1nccs1
 : 11	-5	79*	11	-2	-2	-0.27	-5	/
> COC(=O)CCN(C(=O)c1ccc([N+](=O)[O-])cc1)c1ccccn1
 : -1	5	-0.4	-0.3	14	10	0.37	9	1
> CCCN(CCC)C(=O)CC(c1ccccc1)c1ccc(C)cc1O (stereo unspecified)
 : 0	-6	-0.6	-0.4	-3	-4	-1.5	-59	0

Other results follow.
Every second line gives: Hck Nef HTS	FXIa inh	L929 necroptosis	TNF death inh	thrombin 1536	FXIIa inh	KCC2 mod	hK5 inh	Rad51 HR inh
> CN(C)c1cc(NC(=O)CNC(C)(C)CC(C)(C)C)c2ccccc2n1
 : 1	7	0.3	2.7	2	11	0.0026	4	-10
> CCCN(C(=O)Cc1nc(N)n[nH]1)C1(C(=O)Nc2ccccc2C)CCCCC1
 : 1	9	-0.2	-1.0	0	5	1.3	4	9
> CC1CN(C(=O)c2cccs2)CC(C)O1 (stereo unspecified)
 : 10	-2	2.8	-0.5	0	8	2.4	-6	6
> Cc1ccc(C(=O)c2coc3c2C(=O)C(=O)c2ccccc2-3)cc1
 : 1	-3	1.1	-5.4	4	10	-0.37	-22	/
> CC(=O)c1cccc(NC(=O)COC(=O)c2cccc(N3C(=O)c4ccccc4C3=O)c2)c1
 : 12	-2	1.8	0.5	-10	2	-0.049	-3	-2
> O=C(CSc1ccc2nnc(CCNS(=O)(=O)c3ccccc3)n2n1)Nc1nc2ccccc2s1
 : 2	9	-0.2	10	22	9	0.14	-1	-4
> CCOc1ccc(/C(C)=N/NC(=O)Cn2nc([N+](=O)[O-])cc2C)cc1
 : -3	-3	2.8	6.1	-6	2	0.45	-3	-2
> Cc1ccc(CN2CCN(Cc3cccc(C)n3)CC2CCO)cc1 (stereo unspecified)
 : 24	-4	0.1	1.4	-10	6	-1.6	-4	-5
> Cc1cc(NC(=O)CCCC(=O)N(CC(=O)NC2CCCCC2)c2ccccc2)no1
 : 4	6	1.5	1.1	0	9	/	-25	1
> CC(=O)OCC1(C)CN(c2ccccc2)N(C(=O)c2ccc(F)cc2)C1=O (stereo unspecified)
 : 19	7	-0.4	-2.8	23	10	-0.77	2	-6
> CSc1nc(NC(C)(C)C)nc(Oc2ccc(=O)n(C)n2)n1
 : 2	-5	0.1	-2.1	-4	1	0.36	1	-3
> Cc1nn(-c2ccc(F)cc2)c(Cl)c1/C=C/C(=O)N1CCNC(=O)C1
 : 31	7	2.5	0.0	8	12	0.85	9	-6
> CN1CCN(C(=O)c2ccc(N(C)S(=O)(=O)c3cccs3)cc2)CC1
 : 19	-3	19	-0.2	-10	5	-0.051	2	4
> COc1ccc(F)cc1CN1CCN(C(=O)CCC(=O)Nc2nnc(C(C)C)s2)CC1
 : 0	-4	2.3	0.4	0	20	/	-5	-1
> Cc1nc(SCC(=O)Nc2ccc(F)cc2)c(C#N)c(C)c1CC(=O)c1ccc(Br)cc1
 : 4	7	0.3	-3.1	7	16	0.2	0	/
> O=S(=O)([N-]c1nc2ccccc2nc1-[n+]1ccc(Cc2ccccc2)cc1)c1ccc(Br)s1
 : 15	3	0.1	-3.8	-1	6	-1.6	2	-19

A portion of the library; the hit share may differ from the screen's.
